From PubChem BioAssay
Glioma ERSR ind = qHTS for Inducers of the Endoplasmic Reticulum Stress Response (ERSR) in Human Glioma: qHTS. U87-MG GRP78 promoter luciferase reporter, 16 h. Potency, µM, inactives show at the highest dose activation, usual class: activators. 0.02% of 420,000 active; also: potency is read from the fitted curve at half-maximal effect; series mostly up to about 76 µM; % of control where 0% means no effect; nearly all actives have a fitted effect of over 35% in size
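ERSR induction read as luciferase luminescence (Bright-Glo, 10 min at room temperature) in stably transfected human U87-MG glioma cells exposed to compounds for 16 h, using GRP78 as sensor.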
RGS4 inh = Inhibitors of Regulator of G Protein Signaling (RGS) 4: qHTS; Regulator of G-protein signaling 4 (Homo sapiens), P49798; Transcreener GDP fluorescence polarization, RGS4-accelerated GTP hydrolysis; 0.039% of 390,000 active; AID 504845, 2011; Potency, µM (top dose mostly 114 µM), without a hit: at the highest dose activity change, negative = inhibition, hits mostly inhibitors; also: potency is read from the fitted curve at half-maximal effect; % is scaled to controls: 0 for no effect and ±100 for the full control effect; nearly all actives have a fitted effect of over 75% in size; some results filed as inactive show a strong effect at the top dose
Target sequence (P49798 whole entry, looked up): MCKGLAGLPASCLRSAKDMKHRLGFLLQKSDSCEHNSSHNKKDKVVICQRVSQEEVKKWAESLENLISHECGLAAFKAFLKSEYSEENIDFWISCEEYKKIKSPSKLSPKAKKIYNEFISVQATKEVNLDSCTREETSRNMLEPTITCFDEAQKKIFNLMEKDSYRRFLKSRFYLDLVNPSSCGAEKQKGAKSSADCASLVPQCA
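MLSMR compounds (23 nl, pin-transferred) preincubated 10 min at room temperature with a 500nM (2x) first reagent, then RGS4 at 900nM (2x) plus Transcreener GDP mix added; fluorescence polarization (620/688 nm) read before and after 90 min at 30 °C.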
12-LOX inh = Primary qHTS assay for inhibitors of human arachidonate 12S-lipoxygenase (ALOX12): Round 2; Polyunsaturated fatty acid lipoxygenase ALOX12 (Homo sapiens), P18054; purified 12hLO, xylenol orange hydroperoxide absorbance; Potency, µM (doses to about 108 µM), for inactives: top-dose activity change, negative = inhibition, usual class: inhibitors; 1.1% of 580,000 active; AID 1671190, 2021; also: potency is read from the fitted curve at half-maximal effect; % is scaled to controls: 0 for no effect and ±100 for the full control effect
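Hydroperoxide product was detected by ferrous iron/xylenol orange as the 573 to 405 nm absorbance ratio. Arachidonic acid at 40 uM (final) was turned over for 30 min at room temperature by 150 nM human 12hLO, pH 7.0 Hepes buffer, after 15 min compound preincubation.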
D2 antagonist = HTS Assay for Allosteric Antagonists of the Human D2 Dopamine Receptor: Primary Screen for Antagonists | AID 485344, 2010 | inhibition, % at 10 µM | D(2) dopamine receptor (Homo sapiens), P14416 | 2% of 340,000 active | HEK293 TREx D2 cells, calcium flux, dopamine EC80; in the data active = inhibition above about 30%; also: 0% is about no effect
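Inhibition of EC80 dopamine-driven calcium flux, recorded kinetically, defines activity here; cells are a tetracycline-induced HEK293 T-REx line expressing force-coupled D2.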
Vif-A3G inh = qHTS for Inhibitors of Vif-A3G Interactions: qHTS; AID 602310, 2012; DNA dC->dU-editing enzyme APOBEC-3G (Homo sapiens), Q9HC16; Potency, µM (titrated, usually from 46.1 µM), inactives show at the top dose activity, negative = active, actives largely listed as inhibitors; HeLa A3G-eYFP + Vif (tagged APOBEC3G with the HIV-1 protein that degrades it), YFP fluorescence, overnight; 0.076% of 410,000 active;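 also: potency is read from the fitted curve at half-maximal effect; % is scaled to controls: 0 for no effect and ±100 for the full control effect; nearly all actives have a fitted effect of over 60% in size; hits raise eYFP signal because A3G escapes Vif-driven loss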
Target sequence (Q9HC16 whole entry, looked up): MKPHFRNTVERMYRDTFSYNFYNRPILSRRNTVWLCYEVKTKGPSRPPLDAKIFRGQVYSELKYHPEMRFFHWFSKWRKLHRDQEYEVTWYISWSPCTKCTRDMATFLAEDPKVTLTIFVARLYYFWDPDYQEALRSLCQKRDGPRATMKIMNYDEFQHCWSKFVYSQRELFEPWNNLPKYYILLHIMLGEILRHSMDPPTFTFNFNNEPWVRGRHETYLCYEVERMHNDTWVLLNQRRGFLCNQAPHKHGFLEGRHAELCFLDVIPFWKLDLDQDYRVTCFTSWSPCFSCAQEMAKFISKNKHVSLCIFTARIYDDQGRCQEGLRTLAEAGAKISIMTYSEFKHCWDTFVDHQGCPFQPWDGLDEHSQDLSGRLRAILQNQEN
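HeLa cells stably expressing Vif and C-terminally eYFP-tagged A3G, seeded overnight at 37 deg C, then exposed to compound by pintool overnight at 37 deg C. Rise in yellow fluorescence (Ex 488/Em 500-530, Acumen) marks blocked Vif-driven A3G degradation.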
Vif-A3F inh = qHTS for Inhibitors of Vif-A3F Interactions: qHTS. HeLa A3F-eYFP + Vif (tagged APOBEC3F with the HIV-1 protein that degrades it), YFP fluorescence increase. Potency, µM (highest dose often 46.1 µM), without a hit: top-dose activity, negative = active. 0.2% of 390,000 active. AID 602313, 2012; also: potency is read from the fitted curve at half-maximal effect; % of control where 0% means no effect; nearly all actives have a fitted effect of over 65% in size
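HeLa cells stably expressing Vif plus C-terminally eYFP-tagged A3F were seeded, incubated overnight at 37 deg C, dosed with compound, incubated overnight again at 37 deg C. Yellow fluorescence (Ex 488/Em 500-530) reported blocked Vif-mediated A3F-eYFP degradation.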
D2 ag = HTS Assay for Allosteric Agonists of the Human D2 Dopamine Receptor: Primary Screen for Agonists; 0.53% of 340,000 active; D(2) dopamine receptor (Homo sapiens), P14416; HEK293 T-REx D2 cells, calcium flux agonist mode; activation, % at 2 µM;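 active = activation over 3 SD above normal in the single-dose calcium agonist read, cut at about 30% in these data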; also: 0% is about no effect
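Calcium-flux readout, 1 cycle/sec over 180 s following compound pin transfer, in inducible HEK293 Trex D2 cells (force-coupled); dopamine controls included. Positive calcium responses during this window marked compounds as potential agonists.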
LDHA block = qHTS assay for inhibitors of human lactate dehydrogenase; L-lactate dehydrogenase A chain (Homo sapiens), P00338; purified LDHA, NADH/diaphorase-resazurin fluorescence; hits give low values; activity change, % (values are at about 110 or 230 µM); 0.15% of 480,000 active; in the data active = activity change below about -30%; inconclusive = mostly about -25% to -30%;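 also: plate controls were DMSO wells for no effect and wells without enzyme for full effect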
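LDH5 2 nM; NADH 0.06 mM, pyruvate 0.2 mM; 200 mM Tris pH 7.4, EDTA, Tween-20; 5 min RT. Detection: diaphorase 0.133 mg/mL + resazurin 37 µM, fluorescence ex540/em590 at 0 and 20 min; normalized to enzyme-free and DMSO wells.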
ERG-DNA inh = qHTS for Small Molecule Inhibitors of the ERG Ets/DNA interaction | AID 624246, 2012 | Transcriptional regulator ERG (Homo sapiens), P11308 | Potency, µM (doses to about 76.9 µM), for the others: top-dose FP activity, negative = inhibition, hits mostly inhibitors | 0.028% of 370,000 active | fluorescence polarization, His-ERG Ets domain / labelled DNA; active = well fitted inhibition curve with a large enough effect in the polarisation, with a control signal flat; inconclusive = small, poorly fitted or top-dose-only effect, or effect the other way, or a change in a side signal; inactive = no such curve, though single readings can be large or run the other way; the % refers to the polarisation;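 also: polarization taken with two DNA probes labelled with fluorescein and Texas red; potency is read from the fitted curve at half-maximal effect; % of control where 0% means no effect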
Target sequence (P11308 whole entry, looked up, the tested form may be a part): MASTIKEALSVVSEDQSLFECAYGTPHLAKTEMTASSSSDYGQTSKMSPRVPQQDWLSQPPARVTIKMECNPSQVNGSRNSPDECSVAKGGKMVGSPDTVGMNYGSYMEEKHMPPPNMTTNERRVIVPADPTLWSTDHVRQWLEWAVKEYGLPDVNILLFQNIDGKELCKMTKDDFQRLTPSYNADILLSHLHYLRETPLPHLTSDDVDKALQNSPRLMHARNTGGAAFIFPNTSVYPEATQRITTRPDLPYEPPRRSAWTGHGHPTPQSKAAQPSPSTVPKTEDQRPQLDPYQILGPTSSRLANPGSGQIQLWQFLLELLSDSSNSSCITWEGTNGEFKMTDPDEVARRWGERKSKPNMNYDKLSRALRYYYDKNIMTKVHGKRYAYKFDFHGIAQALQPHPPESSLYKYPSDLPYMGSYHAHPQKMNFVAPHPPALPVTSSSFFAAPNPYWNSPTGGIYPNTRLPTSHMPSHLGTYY
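His-tagged ERG Ets domain (1 uM in the protein solution; 300mM KCl, 50mM Tris-HCl, 1mM EDTA, 1mM DTT, pH 7.5) received compound, then a probe mix of 5 nM fluorescein-DNA and 100nM Texas-615-DNA. Fluorescence polarization was read for both dyes.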
Starred values were filed as active, the others as inactive; u = inconclusive; x = no result given; [ ] = remark or other dose. Unless noted, calls follow the shape of the dose curve; as a rule, active = well fitted curve in the direction sought with a large enough effect; inconclusive = small, poorly fitted or top-dose-only effect, or another doubt; inactive = no such curve, though single readings can be large; an effect the other way counts as inactive or inconclusive.

SMILES	Glioma ERSR ind	RGS4 inh	12-LOX inh	D2 antagonist	Vif-A3G inh	Vif-A3F inh	D2 ag	LDHA block	ERG-DNA inh
COc1cccc(CCNC(=O)CC2C(=O)NCCN2Cc2ccc(Cl)c(F)c2)c1 (stereo not given)	1%	1%	-57%	12	-7%	1%	-0.5	0	0%
NC(=O)c1c(N)sc(=S)n1CC1CCCO1 (stereo not given)	0%	-35%	u	0	0%	-11%	-0.1	-12	2%
CCOC(=O)c1c(C)n(C)c2ccc(OC(=O)c3ccco3)cc12	-1%	-10%	89%[activator]	-2	0%	-19%	-0.1	-4	-5%
O=C(CCN1C(=O)C2C3CC(C(Br)C3Br)C2C1=O)OCC(=O)c1cccc([N+](=O)[O-])c1 (stereo not given)	1%	-26%	-1%	28	-6%	1%	2.4	0	1%
COc1ccc2cc3cc(C(=O)NCCCN4CCC(C)CC4)oc3nc2c1	12%	13%	x	19	8%	1%	1.2	1	-16%
CC1=C(C(=O)Nc2ccccc2)C(C(C)C)n2nc(SCc3ccccc3C)nc2N1 (stereo not given)	-1%	1%	0%	x	1%	-12%	1.0	0	3%
Cn1ccnc1SCC(=O)c1ccc(OC(F)F)cc1	2%	-1%	1%	-25	0%	6%	0.1	-5	4%
O=C(NCc1ccc(Cl)cc1Cl)C1CCN(S(=O)(=O)c2ccc3c(c2)OCCCO3)CC1	-4%	-37%	-15%	x	-1%	-1%	x	0	16%
CCc1ccccc1NC(=O)CN1CCN(C(=O)c2cccc(-n3cnnn3)c2)CC1	1%	10%	286%[activator]	-1	4%	5%	0.2	2	14%
Cc1cc2cc3c(cc2nc1SCC(=O)N1CCOCC1)OCO3	4%	18%	0%	4	-3%	-6%	0.9	-4	-2%
CC(=O)Nc1cccc(-c2ccnc3c2CC(C)(C(=O)Nc2ccc(F)c(Cl)c2)O3)c1 (stereo not given)	-3%	x	-1%	x	-7%	x	x	-3	x
CCOc1ccc2nc(N3CCCC(C(=O)NCCCOC)C3)sc2c1 (stereo not given)	-7%	3%	11%	x	-2%	7%	-0.5	0	3%
COc1ccccc1N1CCN(C(c2ccccc2)c2nnc(-c3ccccc3Cl)o2)CC1 (stereo not given)	-1%	-16%	-10%	x	2%	-12%	1.4	1	-3%
Cc1ccc(C(=O)CN2C(=O)c3ccccc3S2(=O)=O)cc1	-14%	4%	0%	6	2%	0%	-0.5	0	0%
O=S(=O)(c1ccccc1Cl)N1CCC(O)(c2ccc3c(c2)OCO3)CC1	3%	11%	-25%	-1	1%	-1%	0.5	5	x

Profiles, looked up by structure.
Cc1ccc(C(=O)CN2C(=O)c3ccccc3S2(=O)=O)cc1 is listed with Glioma ERSR ind: -14%; RGS4 inh: 4%; 12-LOX inh: 0%; D2 antagonist: 6; Vif-A3G inh: 2%; Vif-A3F inh: 0%; D2 ag: -0.5; LDHA block: 0; ERG-DNA inh: 0%
Cn1ccnc1SCC(=O)c1ccc(OC(F)F)cc1 is listed with Glioma ERSR ind: 2%; RGS4 inh: -1%; 12-LOX inh: 1%; D2 antagonist: -25; Vif-A3G inh: 0%; Vif-A3F inh: 6%; D2 ag: 0.1; LDHA block: -5; ERG-DNA inh: 4%

New compounds follow
SMILES	Glioma ERSR ind	RGS4 inh	12-LOX inh	D2 antagonist	Vif-A3G inh	Vif-A3F inh	D2 ag	LDHA block	ERG-DNA inh
N#Cc1cc(C#N)c(SCC(=O)NCC2CCCO2)nc1N (stereo not given)	-5%	13%	-11%	25	0%	2%	0.8	1	4%
COc1ccccc1C(=O)Nc1ccccc1OCc1cc(=O)n2ccccc2n1	-4%	-7%	0%	x	-7%	1%	-0.5	3	-10%
COc1ccc(C(=O)N2CCCCC2c2cc(C(=O)NCc3cccnc3)no2)cc1 (stereo not given)	-3%	x	11%	x	2%	x	x	-16	x
CN1CCN(C(CNC(=O)c2c(F)cccc2F)c2ccc3c(c2)OCO3)CC1 (stereo not given)	-4%	4%	0%	x	3%	-1%	1.3	-7	-1%
N#C/C(=C\c1ccc(-c2ccccc2[N+](=O)[O-])o1)C(=O)N1CCOCC1	9%	17%	-10%	-5	0%	-11%	-0.4	4	8%
COc1cc([N+](=O)[O-])cc(/C=N/NC(=O)c2ccc(C)nc2)c1O	-6%	-15%	u	8	2%	10%	0.1	15	6%
COc1ccc(OCC(=O)NNc2nc3ccccc3s2)cc1	-4%	-2%	22%	-4	-3%	0%	-1.3	-3	-10%
CSCCC(NS(=O)(=O)c1ccccc1)C(=O)OC(C)C(=O)Nc1ccc(Cl)cn1 (stereo not given)	-3%	0%	-10%	-9	-3%	3%	1.3	0	10%
COc1ccc(C2/C(=C(/O)c3ccccc3)C(=O)C(=O)N2C)cc1 (stereo not given)	1%	u	-19%	0	2%	3%	0.0	5	-4%
Cc1ccc(C(=O)NCc2ccco2)cc1[N+](=O)[O-]	18%	-29%	0%	2	-1%	-12%	-0.3	-3	2%
Cc1cccc(N2CCN(C(=O)c3cc4cc(F)ccc4[nH]3)CC2)c1C	-4%	-1%	x	-13	0%	-13%	-0.1	2	6%
CC1(C)CC(=O)/C(=C(/O)CCCN2C(=O)c3ccccc3C2=O)C(=NC(C)(C)C)C1	-3%	-12%	14%	-17	1%	u	-0.1	-4	-6%
Cc1cccc(NC(=O)Cn2c(=O)n(Cc3ccc4c(c3)OCO4)c(=O)c3oc4ccccc4c32)c1C	1%	-29%	-35%	x	-7%	-1%	1.1	-6	0%
O=C(c1cc(Cl)nc2ccccc12)N(Cc1nnc(-c2ccc(Cl)cc2)o1)C1CC1	-2%	0%	1%	4	-2%	4%	-1.1	-1	5%
NNC(=O)CN1C(c2cccc(Cl)c2)=Nc2ccc(Br)cc2C1c1ccccc1 (stereo not given)	-5%	15%[56.9 µM]	0%	34*	-6%	0%	0.8	-18	-7%
O=C(CN(c1ccccc1)S(=O)(=O)c1ccccc1)Nc1ccc(F)cc1	0%	u	u	-17	1%	-1%	-2.1	-1	4%
CN(C)CCCOC(=O)CCc1ccccc1	-3%	-15%	0%	20	0%	-1%	1.1	-4	-1%
CC(C)NC(=O)C1(C)CCCN1C(=O)c1ccc2c(c1)C(C)(C)CCC2(C)C (stereo not given)	-1%	x	8%	x	-3%	x	x	-2	x
COc1ccc(C)cc1NC(=O)CN1CCN(S(=O)(=O)c2ccc(F)cc2)CC1	-1%	1%[11.4 µM]	6%	x	0%	-1%	x	0	3%
COc1cccc2c1OC[C@@H](CO)[C@H]2N(C)C(=O)Nc1ccc(Cl)cc1	-5%	-1%	7%	x	3%	6%	x	2	-10%
COc1ccc(F)c(CN2CCC(n3nccc3NC(=O)C3CCOC3)CC2)c1 (stereo not given)	-2%	-11%	u	-4	0%	11%	0.6	-2	-15%
CCn1c(SCC(=O)NC2CCCc3ccccc32)nnc1-c1cccs1 (stereo not given)	-4%	-4%	0%	5	-7%	14%	0.9	-3	-12%
CCc1cccc(CC)c1NC(=S)NCCc1ccc(O)c(O)c1	u	-24%	u	25	-18%	-10%	36*	-16	5%
COc1ccc([C@H]2/C=C\CN(S(=O)(=O)c3ccc(C)cc3)[C@@H](C)C(=O)N2Cc2ccc(F)cc2)cc1	-6%	2%	-21%	x	3%	1%	x	0	10%
N#C/C(=C\c1ccc(OCc2ccc(F)cc2)cc1)C(=O)Nc1cccc(C(=O)O)c1	1%	u	-23%	-9	-10%	-7%	-0.2	1	2%
Cc1ccc(/C=C/C(=O)Nc2cc(S(N)(=O)=O)ccc2O)cc1	6%	u	34%[activator]	1	-5%	-2%	0.0	-20	16%
Cc1ccccc1NC(=O)c1cccc(N2C(=O)C3C4CCC(C4)C3C2=O)c1 (stereo not given)	-2%	-2%	-1%	17	-1%	0%	-0.5	-12	2%
O=C(NCC1CCCN1S(=O)(=O)c1cccs1)C(=O)Nc1ccc(F)cc1 (stereo not given)	-2%	13%	-10%	x	0%	9%	x	-5	2%
Cc1cccc(-c2nc3scc(CCNC(=O)c4ccccc4Cl)n3n2)c1	-2%	-4%	-17%	x	-8%	-1%	-0.2	0	-2%
CC1=C(c2ccc(C)c(C)c2)S(=O)(=O)N=C1N1CCC(C(=O)NC(C)Cc2ccco2)CC1 (stereo not given)	-2%	7%	-2%	x	1%	7%	-0.3	-7	3%
CNC(=O)/C(C#N)=C/c1c(N2CCN(C)CC2)nc2c(C)cccn2c1=O	-2%	25%	0%	-1	0%	6%	0.3	-9	-5%
CC(C)N=c1scc(-c2ccco2)n1/N=C/c1ccc(O)c(O)c1	u	-6%	u	3	-20%	u	2.7	2	-6%

The list is partial. The share of hits here may be higher or lower than overall.
